PAX8 reporter: inhibitors of PAX8-driven TPO luciferase reporter, primary screen, RMG-I cells, single concentration; SteadyGlo, 24 h; inhibition, % at 12.6 µM; 1.2% of 360,000 active; AID 652154, 2013;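 active means mean replicate inhibition at least 60% with every replicate also reaching 60%; inconclusive means only one of the two criteria is met; inactive means mean below 60% and not all replicates reaching 60%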;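 further: luciferase light reporting Pax8 driven TPO promoter activity; plate controls were median of neutral control wells for no effect and mitoxantrone controls for full effect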
Cneo AK release: Cryptococcus neoformans cell lysis inducers, primary screen, AK release luminescence, single concentration. C. neoformans lysis, adenylate kinase release luminescence, 4 h; normalised: neutral wells 0, clomiphene wells 100. lysis activity, % at 15 µM. 0.2% of 360,000 active;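 active means mean lysis activity across replicates of at least 80%, whatever share of replicates individually reach that level; inactive means mean lysis activity below 80%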
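Material: C. neoformans cells | Amount: Yeast cell density of 5 × 10^6 cells/mL | Medium: Fresh YPD growth medium | Dosing: Single dose | Times: Static 4 h at 37 °C with compound, 1 h detection | Detection: AK luminescence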
FN deposit inh: inhibitors of fibronectin matrix deposition, primary screen, AH1F cells, Alexa488-fibronectin fluorescence, plate reader | AH1F fibroblasts, overnight | inhibition, % at 12.6 µM | 0.086% of 350,000 active;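 active means mean inhibition across replicates of 30% or more, regardless of how many single replicates reach that level; inconclusive means mean under 30% yet at least half of replicates reach 30%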;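 further: positive control wells lacked labelled fibronectin entirely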
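Material: AH1F fibroblast monolayer depositing Alexa488-labelled fibronectin into matrix / Amount: 10000 AH1F cells per well / Signal: fluorescence 485/525 nm / Medium: DMEM, 2% serum / Compound: single dose, pinned / Incubation: 1 h cell adhesion before compound, then overnight fibronectin incubation / Reagent: Alexa488-FN, 24 nM final / Read-out: inhibition of fibronectin deposition signal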
PGC1a acetyl inh: inhibitors of PGC1a acetylation signal, primary screen, cell-based, U2OS, AlphaScreen, inhibitor mode; inhibition, % at 15.6 µM; 0.17% of 350,000 active; AlphaScreen anti-acetyl-lysine; with virally co-expressed GCN5 acetyltransferase; AID 651687, 2012;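 active means every replicate shows inhibition of at least 40%; inconclusive means mean inhibition at least 40% but some replicate below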;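 further: 0% = neutral control wells and 100% = positive control wells; some results beyond the cut were filed as inactive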
EWS-Fli inh: EWS/Fli-driven NR0B1 reporter inhibitors, primary screen, A673 cells, NR0B1 luciferase, luminescence, MLPCN library; viability-normalised; inhibition, % at 12.6 µM; 0.67% of 350,000 active;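 active means mean inhibition of at least 50% after viability correction, with every replicate also passing that limit; inconclusive means mean reaches 50% but only one of two replicates passes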;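 further: firefly luciferase signal divided by Alamar Blue viability fluorescence both relative to DMSO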
CASP6 VEID inh: human caspase-6 inhibitors, primary screen, biochemical, VEID-R110 fluorescence, single point, set 2; P55212; purified caspase-6, Z-VEID-R110 cleavage fluorescence; inhibition, % at 12.5 µM; 0.53% of 350,000 active;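 active means mean inhibition across replicates at least about 35%, with every replicate also reaching that limit, limit read from the data; inconclusive means only one of the two criteria met; inactive means neither criterion met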;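 further: 0% = median of neutral control wells and 100% = no fluorescence left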
Target sequence (P55212 24-179 limits assumed): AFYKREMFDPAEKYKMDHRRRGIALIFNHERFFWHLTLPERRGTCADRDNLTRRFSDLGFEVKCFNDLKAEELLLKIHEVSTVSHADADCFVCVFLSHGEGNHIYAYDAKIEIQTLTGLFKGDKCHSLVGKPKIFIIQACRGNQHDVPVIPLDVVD
Target sequence (P55212 194-293 limits assumed): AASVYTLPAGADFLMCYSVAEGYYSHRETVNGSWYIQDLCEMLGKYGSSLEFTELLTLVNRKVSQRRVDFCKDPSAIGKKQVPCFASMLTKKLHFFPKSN
miR122 inh: miR-122 Renilla sensor signal increase in Huh7, primary screen, miR-122 inhibitor project, cell-based, single point, plate reader | Huh7 miR-122 Renilla luciferase sensor, 48 h; neutral wells = 0, positive control = 100 | activation (reporter increase), % at 12.5 µM | 0.3% of 340,000 active | AID 602342, 2012;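 active means mean replicate activation score at least 90 and every replicate individually at or above 90; inconclusive means only one of the two criteria met; inactive means neither criterion met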;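 further: higher luciferase means less miR-122 activity so hits act as miR-122 inhibitors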
LGR2 antag: inhibitors of bursicon-induced LGR2 CRE-luciferase signal, primary screen, cell-based, HEK293, CRE-luciferase reporter, bursicon stimulation; Drosophila bursicon receptor LGR2 (rickets); bursicon-stimulated, 4 h; inhibition, % at 9.99 µM; 0.35% of 380,000 active;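 active means drop in luminescence signal, shown as inhibition above about 50% in the replicate tests, limit read from the data, passing the limit was not always enough; inconclusive means probably only some replicates passing the limit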;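 further: agonist challenge used bursicon conditioned medium at about half maximal strength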
Numbers without * were called inactive; ? = inconclusive; · = not tested or not shown; [ ] = another dose, or the depositor's remark.

SMILES | PAX8 reporter | Cneo AK release | FN deposit inh | PGC1a acetyl inh | EWS-Fli inh | CASP6 VEID inh | miR122 inh | LGR2 antag
CN(C)CCCN(C(=O)c1ccc(S(=O)(=O)N2CCc3ccccc32)cc1)c1nc2ccc(F)cc2s1 | 10 | 17 | 4 | 7 | 19 | 7 | -1 | -2
CCn1cc(Br)c(C(=O)N(C)Cc2ccccc2)n1 | · | 4 | 2 | 2 | · | 3 | 3 | -8
Nc1cc(C(=O)OCC(=O)NNC(=O)c2ccccc2F)ccc1Cl | · | 0 | -2 | 11 | -3 | 1 | -4 | -13
O=C(O)C1C(c2ccccc2)C(C(=O)OCCCO)C1c1ccccc1 (centres undefined) | -7 | 1 | -8 | -1 | · | · | -3 | ·
Cc1cccc(C(=O)NCC(=O)NC(C)c2ccc(-n3ccnc3)cc2)c1 (centres undefined) | 36 | · | 4 | 3 | 8 | 1 | -4 | -1
O=S(=O)(c1ccc(Cl)cc1)N1CCCC(C(F)(F)F)C1 (centres undefined) | 3 | 0 | -2 | · | 5 | 7 | -1 | 9
COc1ccc(C(=O)CC2SC(N)=NC2=O)cc1 (centres undefined) | -18 | · | -6 | 3 | -1 | -4 | · | 2
CCOc1ccc(NC(=O)CC2CC(C)(C)OC2=O)cc1 (centres undefined) | -17 | 5 | -1 | 15 | · | · | 3 | ·
COC(=O)CCN1CCSCCS1(=O)=O | 0 | · | -9 | · | -9 | 0 | · | -19
Cn1c(OCc2ccc3c(c2)OCO3)nc2c1c(=O)n(Cc1cccc(Cl)c1)c(=O)n2C | · | 3 | · | 50 | · | · | -1 | -5
CC(=O)C1=C(C)NC2(O)c3ccccc3C(=O)C12O (centres undefined) | 3 | · | -4 | 5 | · | · | 0 | 4
CCCN1C[C@H](C)[C@@H](OC)CN(C)C(=O)c2ccc(NS(=O)(=O)c3cn(C)cn3)cc2OC[C@H]1C | -4 | 0 | -21 | -8 | 4 | 3 | · | 17
O=c1nc2c(-c3ccccc3F)n[nH]n2c2ccccc12 | -124 | -14 | 3 | · | · | · | 16 | ·
O=S(=O)(c1ccc(F)cc1)N1CCCCN2[C@H](CO)[C@@H](c3ccc(-c4cncnc4)cc3)[C@@H]2C1 | -2 | 1 | 12 | -5 | -1 | -1 | 3[16.7 µM] | 4
COCc1cn(CC[C@@H]2CC[C@@H](NC(=O)Cc3cccnc3)[C@H](CO)O2)nn1 | -8 | 1 | -8 | -5 | 1 | 1 | · | 1
C=CCn1cc(/C=N/NC(=O)COc2cccc3cccnc23)c2ccccc21 | 12 | · | 0 | · | -26 | 0 | · | -14
Cc1c(N(C)S(=O)(=O)c2ccc(Cl)c(C(=O)NCC(C)(C)N3CCOCC3)c2)c(=O)n(-c2ccccc2)n1C | -2 | 0 | -1 | 10 | -4 | 1 | -2 | -1
CCN1CCN(c2ccc(S(=O)(=O)N3CCOCC3)cc2NC(=O)c2ccc(OCC(C)C)cc2)CC1 | 22 | 1 | -1 | -4 | 21 | 0 | -7 | 6
COc1ccc(NC(=O)C2CCCN2C(=O)NCc2ccccc2)c(OC)c1 (centres undefined) | -3 | 0 | 17 | -2 | · | · | 2 | ·
COc1ccc(NC(=O)N2CCCC2C(=O)Nc2ccccc2)cc1 (centres undefined) | · | 2 | · | 7 | · | · | 1 | 6
Cc1noc(C)c1S(=O)(=O)N(C)C[C@H]1Oc2ccc(NC(=O)Nc3cccc4ccccc34)cc2CC(=O)N([C@@H](C)CO)C[C@@H]1C | 1 | -4 | 6 | 9 | -8 | -2 | -1[16.7 µM] | -35
Cc1cc(C(=O)N2CCCC(Nc3ccccc3)C2)c2ccc(F)cc2n1 (centres undefined) | 15 | -2 | 6 | 7 | 12 | 2 | · | -5
CSC(=S)N/N=C/c1c[nH]c2ccccc12 | -4 | · | 4 | · | 8 | 2 | · | -8
CNC(=S)Nc1ccc(C)cc1 | 15 | · | 8 | · | 3 | · | · | 3
COc1cccc(-c2nc(CS(=O)(=O)CC(=O)NC3CCC(C)CC3)c(C)o2)c1 (centres undefined) | 21 | · | -2 | · | · | 4 | · | -27
SMILES | PAX8 reporter | Cneo AK release | FN deposit inh | PGC1a acetyl inh | EWS-Fli inh | CASP6 VEID inh | miR122 inh | LGR2 antag
O=c1[nH][nH]c(=O)c2c(NS(=O)(=O)c3ccccc3)cccc12 | -93 | · | -2 | 1 | -57 | 3 | · | -78
COc1ccc(-c2nnc(SCc3ccccn3)n2C)cc1 | -86 | -1 | 4 | 51 | · | · | 1 | ·
NC(=O)CC(NC(=O)Cc1ccc(Br)cc1)c1ccc(NCCc2ccccc2F)c([N+](=O)[O-])c1 (centres undefined) | 16 | 1 | 6 | · | -6 | -2 | 2 | -8
Cn1cc(CCC(=O)N2CCCC(C(=O)c3ccc(C(C)(C)C)cc3)C2)cn1 (centres undefined) | -13 | · | -7 | · | 4 | 6 | · | 2
CC(=O)Nc1ccc(S(=O)(=O)NCC(=O)OC(C)c2ccccc2Cl)cc1 (centres undefined) | 14 | 1 | -1 | · | 4 | 2 | -9 | 5
O=C(NC(=S)NCc1cccnc1)c1ccccc1 | ? | -1 | 0 | 8 | -10 | -2 | -4 | ·
CC(=O)OC1(C(F)(F)F)Oc2ccccc2NC1=O (centres undefined) | 29 | -3 | · | 2 | · | · | -1 | ·
N#C/C(=C\c1ccc2c(c1)OCO2)C(=O)NCc1ccco1 | 4 | · | 8 | · | -4 | -2 | · | 0
Cc1c(NC(=O)CN2C(=O)NC(C)(c3ccc4c(c3)OCCO4)C2=O)c(=O)n(-c2ccccc2)n1C (centres undefined) | -1 | · | 2 | 2 | · | · | -4 | 1
O=C(NCCCN1CCOCC1)c1c(O)c2ccccc2[nH]c1=O | · | 2 | 8 | 8 | · | · | 13 | ·
O=C(CN1C(=O)c2ccccc2C1=O)NCC(=O)OCC(=O)c1cccc([N+](=O)[O-])c1 | -10 | 1 | -3 | 7 | 1 | -1 | 3 | -7
CCOC(=O)C1CCCN(Cc2c(C(=O)N3CCCCC3)nc3c(C)cccn23)C1 (centres undefined) | 18 | -2 | 3 | 3 | 9 | 4 | -4 | -3
CC(C)=CC(=O)OCC(=O)Nc1ccc(Cl)cn1 | · | 3 | · | -7 | · | · | 1 | 3
CC(C)NC(=O)Nc1ccc2c(c1)CC(=O)N([C@@H](C)CO)C[C@H](C)[C@H](CN(C)S(=O)(=O)c1cccs1)O2 | -20 | 4 | -14 | 4 | 1 | 2 | 9[16.7 µM] | 8
C[C@H]1CN([C@@H](C)CO)C(=O)c2cccc(NC(=O)Nc3ccccc3)c2O[C@H]1CN(C)S(=O)(=O)c1cccs1 | · | · | · | -8 | -6 | · | -3[16.7 µM] | 2
COCCNC(=O)C[C@H]1C[C@@H]2c3cc(NC(=O)NC4CCCC4)ccc3O[C@@H]2[C@H](CO)O1 | · | 10 | · | -3 | -8 | 4 | 6[16.7 µM] | 2
O=C(COC(=O)c1ccc(Br)o1)Nc1ncc([N+](=O)[O-])s1 | -65 | · | 4 | 8 | 0 | 48* | · | -11
CC(=O)c1cccc(NC(=O)C2Cc3c(-c4ccccc4)ccnc3O2)c1 (centres undefined) | 7 | 3 | 3 | 19 | 17 | 1 | -6 | 8
COc1ccc(C(=O)CC2(O)C(=O)N(CN3CCOCC3)c3ccc(Br)cc32)cc1 (centres undefined) | 12 | · | -2 | · | 14 | 1 | · | 2
CC(C)CCNC(=O)CN(Cc1ccc(F)cc1)C(=O)CCC(=O)Nc1ccccn1 | -12 | 3 | -1 | -3 | 9 | -3 | -4 | -3
COc1ccc(CN2CCC(CO)(Cc3cccc(C(F)(F)F)c3)CC2)cc1Cn1cccn1 | 27 | 3 | -17 | -9 | 26 | -2 | 4 | 6
C[C@H]1CN([C@@H](C)CO)C(=O)c2cc(C#CC3CC3)cnc2O[C@@H]1CN(C)C(=O)C1CCCCC1 | · | · | · | -19 | -8 | · | -1[16.7 µM] | -9
CN(Cc1ccccc1)C(=O)C1CCN(S(C)(=O)=O)CC1 | -12 | · | 3 | · | 3 | · | · | -2
COCCNc1nnc(SCC(=O)N2CCN(S(=O)(=O)c3ccccc3)CC2)s1 | 1 | -3 | 0 | 7 | · | · | 2 | ·
Cc1cc(C)c(C)c(OCC(=O)O/N=C(\N)c2cccnc2)c1 | 9 | · | -4 | · | -12 | -1 | · | -7

Two compounds picked at random from the list so far:
SMILES | PAX8 reporter | Cneo AK release | FN deposit inh | PGC1a acetyl inh | EWS-Fli inh | CASP6 VEID inh | miR122 inh | LGR2 antag
COCCNC(=O)C[C@H]1C[C@@H]2c3cc(NC(=O)NC4CCCC4)ccc3O[C@@H]2[C@H](CO)O1 | · | 10 | · | -3 | -8 | 4 | 6[16.7 µM] | 2
Cn1c(OCc2ccc3c(c2)OCO3)nc2c1c(=O)n(Cc1cccc(Cl)c1)c(=O)n2C | · | 3 | · | 50 | · | · | -1 | -5

More compounds.
SMILES | PAX8 reporter | Cneo AK release | FN deposit inh | PGC1a acetyl inh | EWS-Fli inh | CASP6 VEID inh | miR122 inh | LGR2 antag
O=[N+]([O-])c1ccc(S(=O)(=O)N2CCN(Cc3c[nH]c4ccccc34)CC2)cc1 | · | 0 | 4 | 11 | · | · | -21 | ·
Cc1cccc(C(=O)NC2CC3CCCC(C2)N3Cc2ccccc2)c1 (centres undefined) | 18 | -2 | -5 | 11 | 20 | -1 | 0 | ·
COc1ccc(CNC(=O)/C=C/c2ccc(S(=O)(=O)N3CCOCC3)cc2)cc1 | -29 | · | 0 | -6 | 10 | 1 | · | 4
C[C@@H]1CCCCO[C@H](CN(C)C(=O)Nc2ccc(F)cc2)[C@@H](C)CN([C@@H](C)CO)C(=O)c2cc(NS(=O)(=O)c3ccc(F)cc3)ccc2O1 | ? | -3 | 9 | 19 | -5 | · | 19[16.7 µM] | 15
Cc1ccc(S(=O)(=O)N(C)C[C@H]2Oc3ncc(-c4ccccc4)cc3C(=O)N([C@@H](C)CO)C[C@H]2C)cc1 | · | -2 | -2 | 31 | -3 | 1 | -7[16.7 µM] | 1
CCCC#Cc1ccc([C@H]2[C@@H](CO)N(C(=O)C3CCCC3)[C@H]2C#N)cc1 | -27 | -4 | -4 | -11 | -2 | -7 | · | -9
Cc1ccc(OCc2cc(C(=O)N(C)CCc3ccccc3)no2)cc1C | -217 | 4 | 4 | · | · | 3 | · | -45
C[C@@H]1CN([C@H](C)CO)S(=O)(=O)c2ccc(C3=CCCCC3)cc2O[C@H]1CN(C)C(=O)C1CC1 | · | -1 | · | -10 | 3 | 7 | 8[16.7 µM] | 10
O=C(CCS(=O)(=O)c1ccc(Br)s1)NCc1ccccc1 | -10 | -1 | 2 | 5 | · | · | 0 | ·
Cc1ccc(S(=O)(=O)N(C)C[C@H]2OCCCC[C@H](C)Oc3ccc(NS(=O)(=O)c4cn(C)cn4)cc3C(=O)N([C@H](C)CO)C[C@H]2C)cc1 | -11 | 42 | -19 | 16 | -6 | -1 | 2[16.7 µM] | -5
O=C(NCc1ccc2c(c1)OCO2)c1cc(-c2ccncc2)nc2ccccc12 | 21 | -3 | -5 | -11 | 7 | 2 | 3 | 7

Screening data as filed in PubChem.

Rows were taken by chance; about 2.5% have a hit in one of these screens.
